p53null 39C kill: p53 null cell cytotoxicity, nonpermissive temperature; H1299 p53-null (neo) cells, 39C, ATPlite viability, 24 h; Potency, µM (titrated, usually from 46.1 µM), inactives show top-dose activity, negative = cell killing, hits mostly cytotoxic; 0.97% of 55,000 active; AID 904;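 further: potency means the concentration at half of the fitted maximal effect; 0% = DMSO only and -100% = full killing by 100 µM tamoxifen; nearly all actives have a fitted effect of over 50% in size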
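ATP-luminescence viability readout (ATPlite, 20 min RT) after 24 hr compound treatment at 39C of H1299-neo or H1299-p53A138V cells; titration up to 46 uM; normalized to DMSO and 100 uM tamoxifen; Hill-fit AC50.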
TSG101-PTAP inh: TSG101-PTAP interaction inhibition, HIV-1 budding; Q99816; Fluorescence polarization, FITC-PTAP peptide/Tsg101, 20 min; Potency, µM (series often up to 115 µM), inactives show at the top dose activity change, negative = inhibition, hits mostly inhibitors; 44,000 tested, under 10 active; AID 1347069; further: potency means the concentration at half of the fitted maximal effect; 0% is about no effect
Target sequence (Q99816 whole entry, looked up): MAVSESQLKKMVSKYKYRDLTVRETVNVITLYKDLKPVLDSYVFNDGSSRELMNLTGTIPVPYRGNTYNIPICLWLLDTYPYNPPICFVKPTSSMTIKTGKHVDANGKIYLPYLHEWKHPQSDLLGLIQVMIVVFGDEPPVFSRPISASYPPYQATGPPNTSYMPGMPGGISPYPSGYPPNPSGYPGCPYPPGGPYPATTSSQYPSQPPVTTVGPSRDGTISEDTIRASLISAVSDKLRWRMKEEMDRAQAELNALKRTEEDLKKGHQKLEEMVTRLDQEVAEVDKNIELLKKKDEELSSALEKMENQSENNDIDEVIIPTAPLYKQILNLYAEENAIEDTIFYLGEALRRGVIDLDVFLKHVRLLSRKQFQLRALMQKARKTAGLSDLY
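Fluorescence polarization: Tsg101 binding domain (10 uM final) in 10 mM HEPES pH 7.5, 0.15 M NaCl, 0.01% Tween 20, 3 mM EDTA, 0.1 mM TCEP; compounds pinned; FITC-PTAP peptide 50 nM final; 20 min, r.t.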
GALK inhibitor: GALK (human) enzyme inhibition; recombinant GALK, Kinase-Glo ATP luminescence, 1 h; Potency, µM (titrated, usually from 57.5 µM), without a hit: top-dose activity, negative = inhibition, most hits filed as inhibitors; AID 1347072; 44,000 tested, under 10 active;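 further: plate controls were full GALK reaction for no effect and reaction lacking GALK for full effect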
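Luminescent ATP-depletion readout (Kinase-Glo Plus) after 1 h room-temperature incubation of human GALK (5 nM) with galactose 100 µM and ATP 35 µM, pH 8.0 HEPES/Mg2+ buffer; compounds tested in qHTS format.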
FH mod: Identification of activators of human fumarate hydratase by quantitative high-throughput screening; Fumarate hydratase, mitochondrial (Homo sapiens), P07954; FH coupled MDH/diaphorase resazurin fluorescence, 15 min; Potency, µM (doses to about 79.9 µM), for inactives: at the top dose activity change, negative = inhibition, hits mostly inhibitors; 0.22% of 54,000 active; further: potency means the concentration at half of the fitted maximal effect; on the % scale 0 is the no-effect control and ±100 the full control effect; the screen sought activators but most active calls are inhibition curves; nearly all actives have a fitted effect of over 45% in size
Target sequence (P07954 whole entry, looked up): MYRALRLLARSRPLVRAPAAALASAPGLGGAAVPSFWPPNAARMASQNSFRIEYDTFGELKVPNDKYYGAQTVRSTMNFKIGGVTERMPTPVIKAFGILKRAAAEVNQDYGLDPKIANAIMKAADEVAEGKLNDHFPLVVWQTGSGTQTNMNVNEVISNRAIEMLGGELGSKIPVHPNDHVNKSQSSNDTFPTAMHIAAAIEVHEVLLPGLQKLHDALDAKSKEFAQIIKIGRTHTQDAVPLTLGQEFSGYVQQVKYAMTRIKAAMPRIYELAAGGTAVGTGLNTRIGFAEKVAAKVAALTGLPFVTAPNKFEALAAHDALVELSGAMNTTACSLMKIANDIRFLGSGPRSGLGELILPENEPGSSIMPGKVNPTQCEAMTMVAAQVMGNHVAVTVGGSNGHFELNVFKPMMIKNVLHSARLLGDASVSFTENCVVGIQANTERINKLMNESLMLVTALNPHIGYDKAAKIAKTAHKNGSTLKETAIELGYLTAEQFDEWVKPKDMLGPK
NTMT1 inh: blocks human N-terminal methyltransferase 1 activity; Q9BV86; NTMT1 MTase-Glo SAH luminescence, purified enzyme; Potency, µM (titrated, usually from 114 µM), without a hit: top-dose activity change, negative = inhibition, actives largely listed as inhibitors; 2.5% of 59,000 active; AID 1645870;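 further: potency means the concentration at half of the fitted maximal effect; plate controls were DMSO vehicle for no effect and no enzyme for full effect; nearly all actives have a fitted effect of over 65% in size; many of its hits are not listed in these tables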
B2AR arrestin ag: ADRB2 beta-arrestin recruitment. 44,000 tested, under 10 active. P07550. Potency, µM (highest dose often 46.1 µM), without a hit: at the highest dose activation, usual class: activators. HTLA Tango cells, beta-arrestin recruitment, luciferase luminescence, 18 h;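 further: potency means the concentration at half of the fitted maximal effect; 0% = DMSO and full agonism = EC100 isoproterenol or metaproterenol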
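Receptor–beta-arrestin recruitment read by tTA-responsive luciferase: compound titrations (up to 46 µM) incubated 18 h with Tango cells, then luminescent substrate 15 min at room temperature. Concentration-response fits classified by r2, efficacy and activity.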
p53null 32C tox: p53 null cell cytotoxicity, permissive temperature. AID 903. Potency, µM (top dose mostly 46.1 µM), inactives show top-dose activity change, negative = cytotoxicity, hits mostly cytotoxic. 0.62% of 55,000 active. H1299-neo p53 null cells, ATP luminescence, 24 h, 32C;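 further: potency means the concentration at half of the fitted maximal effect; 0% = DMSO only and -100% = full killing by 100 µM tamoxifen; nearly all actives have a fitted effect of over 55% in size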
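H1299-neo, 600 cells/well; overnight 37C; cpd up to 46 uM, 24 h at 32C; ATPlite luminescence after 20 min RT; normalized to DMSO (0%) and tamoxifen 100 uM (100% kill); Hill-fit AC50.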
Active calls of the source: *; ? = inconclusive; / = no result given; & = joins results of further samples; [ ] = dose if it differs, or a comment. The call rests on the fitted dose curve; in most records, active means well fitted curve in the direction sought with a large enough effect; inconclusive means small, poorly fitted or top-dose-only effect, or another doubt; inactive means no such curve, though single readings can be large; an effect the other way counts as inactive or inconclusive.

SMILES	p53null 39C kill	TSG101-PTAP inh	GALK inhibitor	FH mod	NTMT1 inh	B2AR arrestin ag	p53null 32C tox
O=C(Nc1ccc(F)c(Cl)c1)N1CCN2CCCCC2C1 (stereo not drawn)	0%	4%	-3%	5%	5%	0%	-6%
Cc1ccc(CNC(=O)c2cc3sccc3n2Cc2ccc(F)cc2)cc1	1%	-7%	-1%	-2%	1%	-1%	-3%
CSc1nc(Nc2ccc(C)cc2)c(C#N)c(-c2ccccc2)n1	3%	3%	0%	8%	11%	-4%	-10%
CC(C)Oc1ccc(CNC(=O)C2CCN(C(=O)N3CCOc4ccc(Cl)cc43)CC2)cc1	-2%	1%	0%	-9%	-8%	1%	6%
CCCSc1ncc(Cl)c(C(=O)Nc2ccc(OC)cc2OC)n1	7%	-1%	2%	4%	6%	-1%	4%
CCCCSc1nc2sc3c(c2c(=O)n1-c1ccccc1C)CC(C)(C)OC3	19%	-12%	1%	-17%	0%	-1%	-4%
CCCn1c2ccccc2c2cnn(CC(=O)NCCCOC(C)C)c(=O)c21	-6%	1%	-6%	-6%	?	2%	-8%
COc1cccc(CNC(=O)C(C)n2ncn3cccc3c2=O)c1OC (stereo not drawn)	-25%	4%	-1%	19%	-2%	-3%	?
COc1ccc(C(=O)CSc2nc(C)cc(C)c2C(=O)Nc2ccccc2C)cc1	-29%	-6%	2%	-28%	2.8µM*	-3%	?
CCn1c(CNC(=O)c2ccc(OC)cc2)nnc1SCC(=O)Nc1ccc(C)cc1	-21%	3%	1%	4%	-4%	-2%	-4%
COCCN(Cc1cccs1)S(=O)(=O)c1cc(-c2cc(C)no2)ccc1C	27%	-10%	1%	-7%	2%	1%	12%
Cc1nc2ccccc2n1CCc1nc2c3ccccc3nc(SCC(=O)Nc3ccc(C(C)C)cc3)n2n1	-8%	3%	-2%	-6%	14%	-2%	?
CC(NC(=O)c1ccc(CSc2nc3ccncc3n2Cc2ccc(F)cc2)cc1)c1ccccc1 (stereo not drawn)	8%	-5%	2%	-12%	-4%	-3%	19%
O=C(Cn1cc(SCc2ccccc2F)c2ccccc21)N1CCCC1	-18%	-5%	-7%	-14%	-1%	-1%	-4%
Cc1cc(C)cc(-n2c(C)nc3cc(C(=O)O)ccc32)c1	10%	-10%	2%	1%	13%	1%	2%

The closing two records of the section before are carried over, then new ones follow.
SMILES	p53null 39C kill	TSG101-PTAP inh	GALK inhibitor	FH mod	NTMT1 inh	B2AR arrestin ag	p53null 32C tox
O=C(Cn1cc(SCc2ccccc2F)c2ccccc21)N1CCCC1	-18%	-5%	-7%	-14%	-1%	-1%	-4%
Cc1cc(C)cc(-n2c(C)nc3cc(C(=O)O)ccc32)c1	10%	-10%	2%	1%	13%	1%	2%
CCCCc1c(C)nc2c(-c3ccc(OC)cc3)c(C)[nH]n2c1=O	/	-5%	3%	11%	11%	0%	/
COc1ccc(-c2onc(C)c2C)cc1S(=O)(=O)NCc1ccc(C)o1	-8%	-6%	-2%	0%	5%	2%	9%
CCc1ccc(S(=O)(=O)c2nnn3c2nc(NCCC(C)C)c2cc(Cl)ccc23)cc1	-8%	-3%	-2%	0%	19%	-1%	11%
COc1ccc(CN2C(=O)C(NC(=O)c3ccc(C)cc3)(C(F)(F)F)N=C2c2ccccc2)cc1 (stereo not drawn)	-4%	-7%	5%	-21%	5%	-1%	-2%
Cc1ccc(NC(=O)CCC(=O)N2Cc3ccccc3Oc3ncccc32)cc1	-7%	0%	-1%	-21%	?	1%	1%
CCOc1cc(C(=O)Nc2ccc3nc(N4CCN(C)CC4)cc(C)c3c2)cc(OCC)c1OCC	-17%	0%	7%	-22%	2%	-2%	-10%
COc1ccccc1-c1noc(CSc2nc3ccc(C)cc3[nH]2)n1	16%	-11%	1%	-10%	0%	-1%	-2%[9.22 µM]
Cc1cccc(NC(=O)Cn2c(=O)n(Cc3nc(-c4ccccc4)no3)c(=O)c3ccccc32)c1	-23%	0%	0%	-1%	17%	1%	-12%
COc1ccccc1NC(=O)N1c2ccccc2Sc2ccccc21	34%[activator]	-3%	-1%	-18%	6%	-2%	17%
CCCCCn1c(CCCNC(=O)c2ccc(Cl)cc2)nc2ccccc21	21%	-8%	-15%	-15%	10%	-3%	9%
COCCn1c(CCC(=O)Nc2ccc(C)c(Cl)c2)nc2cccnc21	-8%	0%	0%	-8%	16%	-2%	-7%
COCCNC(=O)C(=O)NCC(c1cccnc1)N1CCN(c2ccccc2F)CC1 (stereo not drawn)	18%	-2%	-12%	-9%	12%	2%	3%
COC(=O)c1cc2occc2n1Cc1nc(-c2ccccc2F)oc1C	-32%	-1%	6%	-2%	-8%	-1%	1%
CCCn1c(=NC(=O)c2c(-c3c(F)cccc3Cl)noc2C)c(C(=O)OCC)cc2c(=O)n3ccccc3nc21	0%&17%	1%	-2%	-14%	-1%	1%	-1%
COc1ccc(C)cc1NC(=O)Nc1cccc(OCc2cc(=O)n3ccc(C)cc3n2)c1	-28%	1%	-2%	-10%	-6%	0%	-29%
COc1ccc(N2C(=O)CSC23C(=O)N(CC(=O)NC2CCCCC2)c2ccccc23)cc1 (stereo not drawn)	-11%	1%	3%	1%	?	?	16%
COc1ccccc1-c1nnc(C2CCN(S(=O)(=O)c3ccccc3)CC2)o1	-7%	-15%	6%	2%	12%	0%	30%[activator]
CCCCOc1ccc(C2=NC(c3ccncc3)=Nc3ccc(OCC)cc3N2)cc1	-7%	1%	-7%	-7%	-20%	0%	-4%
CCc1ccccc1NS(=O)(=O)c1ccc2c(c1)CC(=O)N2	7%	-1%	-2%	-7%	-14%	0%	6%
O=C(CN1CCN(Cc2ccc(F)cc2)C1=O)NCc1ccccc1	-21%	-3%	4%	1%	5%	0%	6%
CCN1CCN(C(=O)c2ccc3c(c2)N(Cc2cccc(Cl)c2)C(=O)c2ccccc2S3(=O)=O)CC1	-5%	-1%	3%	-2%	16%	1%	-17%
COc1ccccc1CNC(=O)Cn1c(=O)oc2cc(S(=O)(=O)N3CCC(C)CC3)ccc21	-6%	2%	4%	-24%	-7%	1%	?
COc1ccc(NC(=O)c2cc(-c3ccc(F)cc3)no2)cc1OC	-16%	0%	2%	10%	-4%	-1%	-2%
CCOc1ccc(CNC(=O)C2CCN(c3nc4ccccc4nc3C(F)(F)F)CC2)cc1OC	-18%	1%	-1%	7%	-2%	3%	2%
Cc1ccc(CNC(=O)c2ccc3c(c2)nc(C)n3-c2cccc(F)c2)cc1	10%	-7%	0%	-23%	9%	2%	2%
Cc1ccccc1CNC(=O)Cn1c(C)c2cnn(-c3ccccc3)c(=O)c2c1C	-17%	6%	0%	5%	7%	-2%	0%
COc1ccc(N(Cc2cccs2)C(=O)COc2cccc(C)c2C)cc1	23%	-2%	0%	0%	2%	-4%	24%
CC(C)Cc1cc(C(=O)NCc2ccc(Cl)cc2)no1	9%	-1%	6%	/	/	0%	-2%
COc1ccc(NC(=O)CSc2nc3nc(C)c(Cc4ccccc4)c(C)n3n2)cc1OC	21%	-15%	-7%	?	-1%	?	-8%
Cc1ccc(-n2nc(C)c3nc(CCC(=O)Nc4cccc(F)c4)c(=O)n(C)c32)cc1	-9%	-3%	-4%	-3%	4%	0%	0%
CCOC(=O)c1c(Nc2cccc(C)c2)nnc(-c2ccccc2)c1-c1ccccc1	36%[activator]	0%	0%	-11%	11%	1%	35%[activator]
CCC(CC)C(=O)Nc1cc(-c2nc3cccnc3s2)ccc1C	?	-2%	3%	-8%	-1%	0%	?
Cc1ccc(C)c(Nc2nn3c(=O)c4ccc(C(=O)NC5CCCCC5)cc4nc3s2)c1	12%	-3%	1%	-6%	10%	0%	-4%
COC(=O)COc1ccc(-c2nnc(Nc3ccc(O)cc3)c3ccccc23)cc1	0%	0%	-2%	-23%	10%	1%	20%
O=C(Cn1ncc2c3ccccc3n(Cc3ccccc3)c2c1=O)NCCc1ccc(Cl)cc1	-20%	1%	3%	-11%	6%	-3%	3%
COc1cccc(NC(=O)c2oc3ccccc3c2NC(=O)C2CCCCC2)c1	12%	-5%	2%	-23%	6%	-2%	34%[activator]
COc1ccc(C(=O)Nc2ccc(NC(=O)c3cccs3)cc2)cc1OC	9%	0%	-1%	28µM*[activator]	?	0%	-3%
COC(=O)c1c(NC(=O)CCCOc2ccc(C(C)(C)C)cc2)sc2c1CCC(C)C2 (stereo not drawn)	2%	4%	0%	-4%	4%	-2%	1%
CCOc1ccc(NC(=O)CSc2ncc3c(n2)-c2ccccc2N(Cc2ccccc2C)S3(=O)=O)cc1	-6%	0%	0%	-9%	-6%	0%	-3%
O=C(O)CCn1ccc2cc(S(=O)(=O)N3CCCCC3)ccc21	-8%	-2%	1%	-1%	18%	-3%	-1%
COc1ccc(CCNC(=O)Cc2c(C)c3c(cc(C)c4c(C)c(C)oc43)oc2=O)cc1	-14%	-6%	1%	4%	8%	-1%	-2%
CC(=O)C1=C(OC(=O)C(C)C)c2ccccc2S(=O)(=O)N1Cc1ccccc1	-11%	0%	4%	-10%	-1%	-1%	1%
Cc1ccc(Cl)cc1N1CCN(C(=O)c2cc(S(=O)(=O)N3CCCC3)c[nH]2)CC1	27%	-11%	-12%	?	4%	-1%	34%[activator]
O=C(Cn1cnc2nc3c(cc2c1=O)CCCC3)N1CCN(c2ccccc2)CC1	-2%	-3%	-2%	-5%	-3%	2%	-5%
O=C(NC1CCCCC1)c1ccc2c(c1)N(Cc1cccc(F)c1)C(=O)c1ccccc1S2	2%	0%	-1%	-12%	-1%	3%	16%

As a short view, part of the list above:
SMILES	p53null 39C kill	TSG101-PTAP inh	GALK inhibitor	FH mod	NTMT1 inh	B2AR arrestin ag	p53null 32C tox
Cc1ccc(NC(=O)CCC(=O)N2Cc3ccccc3Oc3ncccc32)cc1	-7%	0%	-1%	-21%	?	1%	1%
CCOc1cc(C(=O)Nc2ccc3nc(N4CCN(C)CC4)cc(C)c3c2)cc(OCC)c1OCC	-17%	0%	7%	-22%	2%	-2%	-10%

Next structures
SMILES	p53null 39C kill	TSG101-PTAP inh	GALK inhibitor	FH mod	NTMT1 inh	B2AR arrestin ag	p53null 32C tox
Cc1cccc(C(=O)Nc2c(-c3ccc(F)cc3)nc3ccccn23)c1	3%	-5%	-3%	-6%	?	1%	0%
Cc1cc(C)c2oc(C(=O)Nc3c(C(=O)Nc4ccccc4)oc4ccccc34)cc(=O)c2c1	14%	-3%	0%	-7%	0%	1%	2%
CCN(CC)CCNC(=O)C(=O)NCC(c1cccnc1)N1CCN(c2ccc(F)cc2)CC1 (stereo not drawn)	-16%	1%	3%	0%	-3%	-1%	1%
O=C(CSc1nnc(-c2ccc3c(c2)OCO3)o1)Oc1ccccc1	-14%	-3%	2%	-7%	1%	-2%	-4%
O=C(Nc1ccc2nc(SCC(=O)N3CCOCC3)sc2c1)c1ccc(Cl)cc1	-16%	0%	0%	3%	3%	-4%	-9%

Assay outcomes as filed in PubChem BioAssay.

This is a subset, so the mix of outcomes need not match the whole.
